# MrgX1 PAM = human MrgX1 positive allosteric modulation, primary screen; Q96LB2; MrgX1-HEK293, Fluo-4 calcium flux, FDSS; hits give high values; B-score at 10 µM; 0.63% of 310,000 active; AID 588675;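 active = plate-corrected calcium response at least 3 library SD above typical, normal starting fluorescence, not activating the receptor alone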;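 also: compound read alongside a low EC10 to EC30 dose of BAM8-22 agonist; peak minus trough fluorescence over baseline measured at the second addition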
# MrgX1 antag = antagonists of human MrgX1 receptor; Q96LB2; MRGX1-HEK293 calcium flux, Fluo-4, BAM8-22 antagonism; hits give low values; B-score at 10 µM; 1.3% of 310,000 active; AID 588676;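 active = calcium-response B-score plate-corrected more than 3 library SD below zero, starting fluorescence within 5 deviations, no agonist response on first addition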;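 also: peak minus trough fluorescence over baseline after final BAM8-22 challenge near maximal dose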
# TRPC4 PAM = allosteric potentiators of mouse TRPC4 channel; Q9QUQ5; HEK293 TRPC4beta/mu-opioid, DAMGO EC20, Fluo-4 Ca2+ flux; hits give high values; B-score at 10 µM; 0.42% of 310,000 active;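 active = B-score of calcium response area above 5 SD of library B-scores, with initial fluorescence ratio within 5 SD of library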;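 also: B-score of integrated fluorescence ratio over time as area under calcium response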
# ANO1 block = inhibitors of mouse TMEM16A calcium-activated chloride channel. HEK293 TMEM16A/YFP iodide influx fluorescence, ionomycin. normalized B-score (activity score, 25-100; higher = stronger inhibition) at 10 µM. 1.2% of 310,000 active. AID 588511. Q8BHY3;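 active = ratio plate-corrected score three or more library SD toward inhibition, starting fluorescence score within five deviations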;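 also: score derived from kinetic fluorescence span divided by baseline fluorescence per well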
# MrgX1 ag = activates human MrgX1 receptor signaling; 0.44% of 310,000 active; B-score at 10 µM; Q96LB2; MrgX1-HEK293 cells, Fluo-4 calcium fluorescence, agonist mode; hits give high values;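 active = calcium response B-score plate-corrected fluorescence ratio at least 3 library SD, with starting fluorescence B-score inside 5 SD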
#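 System: HEK293 cells stably expressing human MrgX1 receptor; Dosing: test compound in the initial addition of three; Schedule: overnight plating, then 30 min 37 °C plus 30 min room-temperature dye loading; Detection: kinetic calcium dye fluorescence, Fluo-4 NW; Controls: per-plate positive and negative controls for Z′ factor.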
# TRPC4 block = blocks the mouse TRPC4 cation channel | Q9QUQ5 | HEK293 TRPC4beta/mu-opioid, DAMGO-evoked Fluo4 calcium flux; hits give low values | B-score at 10 µM | 0.39% of 300,000 active | AID 2247;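 active = B-score over 3 SD under the library average, no early fluorescence shift, positive overall ratio signal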
#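 material = TRPC4beta/mu-opioid receptor HEK293 cell line | probe or stimulus = sequential submaximal and maximal DAMGO stimulation | compound dosing = one concentration per compound | measured by = Fluo4 Ca2+ flux fluorescence | evaluation = integrated fluorescence ratio relative to baseline, converted to per-well B score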
# SKKanGAS inh = inhibitors of SKKanGAS S. pyogenes growth in kanamycin (SK-promoter or general growth effect); BacTiter-Glo, 6 h; inhibition, % at 7.5 µM; 1.3% of 300,000 active; AID 1662;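 active = mean replicate score, as percent of positive control median, at least 50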;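 also: strain carries kanamycin resistance gene driven by streptokinase promoter and grows in 40 µg/ml kanamycin; loss of luminescence reflects streptokinase promoter inhibition or plain growth inhibition; 0% = median of DMSO wells and 100% = positive control at its reference dose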
# TRPC6 inh = mouse TRPC6 channel inhibition; HEK293-TRPC6, membrane potential dye, ACh-evoked depolarization; hits give low values; B-score at 10 µM; 1.1% of 310,000 active; AID 2553;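 active = B-score under library mean minus 3 SD, initial fluorescence not abnormally high, positive integrated signal ratio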;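 also: B-score derived from integrated fluorescence ratio over the kinetic read; more negative B-score means stronger inhibition of depolarization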
# Target sequence (Q61143 whole entry, looked up): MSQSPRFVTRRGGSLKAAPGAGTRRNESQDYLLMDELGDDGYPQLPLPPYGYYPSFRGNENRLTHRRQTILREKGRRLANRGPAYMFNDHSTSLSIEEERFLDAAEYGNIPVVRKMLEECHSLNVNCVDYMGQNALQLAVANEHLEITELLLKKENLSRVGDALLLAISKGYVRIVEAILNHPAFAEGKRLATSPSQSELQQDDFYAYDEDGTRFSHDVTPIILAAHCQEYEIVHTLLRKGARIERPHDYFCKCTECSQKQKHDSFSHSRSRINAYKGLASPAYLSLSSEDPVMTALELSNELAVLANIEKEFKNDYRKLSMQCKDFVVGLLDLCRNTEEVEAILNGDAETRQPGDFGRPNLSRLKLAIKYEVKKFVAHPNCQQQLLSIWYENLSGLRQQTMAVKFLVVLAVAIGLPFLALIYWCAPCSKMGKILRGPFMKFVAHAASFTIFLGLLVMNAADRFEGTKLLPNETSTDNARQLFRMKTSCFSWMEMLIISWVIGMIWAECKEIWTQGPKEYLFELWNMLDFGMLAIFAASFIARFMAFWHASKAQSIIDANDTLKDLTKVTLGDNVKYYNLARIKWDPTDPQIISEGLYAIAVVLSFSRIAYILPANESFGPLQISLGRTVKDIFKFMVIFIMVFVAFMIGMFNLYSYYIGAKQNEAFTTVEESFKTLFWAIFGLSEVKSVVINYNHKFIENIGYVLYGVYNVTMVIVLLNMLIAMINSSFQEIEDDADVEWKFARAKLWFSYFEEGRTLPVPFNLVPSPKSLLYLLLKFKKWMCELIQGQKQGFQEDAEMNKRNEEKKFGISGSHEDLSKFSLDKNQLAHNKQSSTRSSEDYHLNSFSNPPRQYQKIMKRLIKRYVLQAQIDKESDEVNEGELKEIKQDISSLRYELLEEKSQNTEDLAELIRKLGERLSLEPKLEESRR
# TRPC4 act = TRPC4 (mouse) channel activation; Q9QUQ5; B-score at 10 µM; 0.49% of 310,000 active; HEK293 TRPC4beta/mu-opioid, Fluo4 calcium fluorescence; hits give high values;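 active = B-score above 5 SD of library B-scores, and initial fluorescence ratio not above library mean plus 5 SD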;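 also: positive B-score marks a calcium rise read as TRPC4 activation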
#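 Assay system: HEK293 stable line with TRPC4beta plus mu-opioid receptor. Times: dye 45 min RT, read 110 s. Measured by: kinetic Fluo4 calcium fluorescence. Measure: B score of integrated ratio. Controls: assay buffer as low control, maximal DAMGO as high control.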
# TRPC6 act = activates the mouse TRPC6 cation channel; Q61143; HEK293-TRPC6 membrane potential dye fluorescence; hits give high values; B-score at 10 µM; 0.13% of 310,000 active; AID 2550;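 active = B-score of the integrated fluorescence ratio above library mean plus 3 SD, and starting fluorescence ratio within library mean plus 5 SD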;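 also: higher score means more depolarization so channel activation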
# TMEM16A act = activates or potentiates the mouse TMEM16A chloride channel | Q8BHY3 | 0.3% of 340,000 active | B-score at 10 µM | HEK293 TMEM16A/YFP-H148Q/I152L, iodide quench fluorescence; hits give low values | AID 623877;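 active = fluorescence-ratio B-score plate-corrected deviation score at least 3 library SD below zero, with starting fluorescence score within 5 deviations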;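 also: channel opened by trigger with iodide after compound preincubation; score built on the fluorescence ratio of max minus min over baseline; more negative score means more quench and so TMEM16A activation or potentiation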
# * = called active by the depositor; i = inactive; . = not tested or not shown. Rows were taken by chance; 6.7% or so of the library scored in one or more.
# Values in the order: MrgX1 PAM | MrgX1 antag | TRPC4 PAM | ANO1 block | MrgX1 ag | TRPC4 block | SKKanGAS inh | TRPC6 inh | TRPC4 act | TRPC6 act | TMEM16A act
> COc1ccc(NC(=O)CSc2nnnn2-c2ccccc2F)cc1
→ i | i | i | i | i | i | -15.4 | i | i | i | i
> CCCC(=O)n1nc(-c2ccccc2)nc1SC
→ i | i | i | i | i | i | 2.5 | i | i | i | i
> CCOc1ccc(S(=O)(=O)Nc2cccc(C(=O)NCC(c3ccco3)N(C)C)c2)cc1 (stereo not given)
→ i | i | i | i | i | i | -18.6 | i | i | i | i
> CCOc1cc(/C=C2\C(=N)N3N=C(C)SC3=NC2=O)ccc1OCCOc1ccccc1
→ i | i | i | i | i | i | -3.2 | i | i | i | i
> O=C(O)CCCC(=O)Nc1nc(-c2ccc(F)cc2)cs1
→ i | i | i | i | i | i | -4.3 | i | i | i | i
> COc1ccc(N2CCN(c3cc(C)c4ccc(O)cc4n3)CC2)cc1
→ i | i | i | i | i | i | 1.4 | i | i | i | i
> CC(=O)c1cccc(NC(=O)CSc2ccc(-c3ccccn3)nn2)c1
→ i | i | i | i | i | i | -0.7 | i | i | i | i
> COc1cccc(N2CCN(C3CC(=O)N(c4cccc(Cl)c4)C3=O)CC2)c1 (stereo not given)
→ i | i | i | i | i | i | 12.9 | i | i | i | i
> Cc1cc(/C=C(\C#N)C(=O)OCC(=O)Nc2ccc(OC(F)F)cc2)c(C)n1CC(C)C
→ i | i | i | i | i | i | 14.9 | i | i | i | i
> CN1C=CC=C/C1=C1\SC(=S)N(CC(=O)O)C1=O
→ i | i | i | i | i | i | 1.3 | i | i | i | i
> CC(Oc1ccccc1F)C(=O)NNC(=O)CCNC(=O)c1ccco1 (stereo not given)
→ i | i | i | i | i | i | -2.6 | i | i | i | i
> Cc1cnc(C(=O)OCC(=O)Nc2cccc(Cl)c2)cn1
→ i | i | i | i | i | i | 7.6 | i | i | i | i
> N#CC1=C(N)Oc2cc(O)c(C=Nc3ccccc3)cc2C1c1ccccc1 (stereo not given)
→ i | i | i | i | i | i | 1.7 | i | i | i | i
> O=C(CCCc1c[nH]c2ccccc12)NCCc1c[nH]c2ccccc12
→ i | i | i | i | i | i | 18.5 | i | i | i | i
> CN(CC1CCCO1)S(=O)(=O)c1ccc(C(=O)Nc2nc3cc4c(cc3s2)OCO4)cc1 (stereo not given)
→ i | i | i | i | i | i | 1.4 | i | i | i | i
> O=C(CN1C(=O)CSC1=O)N1CCCC(Nc2ccc(F)cc2)C1 (stereo not given)
→ i | i | i | i | i | i | -8.4 | i | i | i | i
> COc1ccc(NC(=O)Cc2c(SC)c3ccccc3n2Cc2ccccc2)cc1
→ i | i | i | i | i | i | 1.6 | i | i | i | i
> O=C(CN1C(=O)c2ccccc2S1(=O)=O)Nc1cccnc1
→ i | i | i | i | i | i | -0.9 | i | i | i | i
> COc1ccc(C2=CC(=O)CC(c3ccc(OC)cc3)C2)cc1 (stereo not given)
→ i | i | i | i | i | i | -2.6 | i | i | i | i
> O=C(O)c1nn(CC(=O)N2CCN(S(=O)(=O)c3ccc(Cl)cc3)CC2)c(=O)c2ccccc12
→ i | i | i | i | i | i | -1.1 | i | i | i | i
> CO/N=C/c1ccc(Oc2ccc(C)cc2)c([N+](=O)[O-])c1
→ i | i | i | i | i | i | 4.1 | i | i | i | i
> CC(=O)Oc1ccc(C(=O)Nc2cc(NC(=O)c3ccc(OC(C)=O)cc3)cc(C(=O)NC(C)(C)C)c2)cc1
→ i | i | i | i | i | i | 25.7 | i | i | i | i
> O=C(NCc1cccnc1)c1ccc(NS(=O)(=O)c2ccc(F)cc2)cc1
→ i | i | i | i | i | i | 4.2 | i | i | i | i
> Cc1ccc(-c2nc3n(n2)Cc2ccccc2-3)cc1
→ i | i | i | i | i | i | 4.1 | i | i | i | i
> CCCNC(=O)C1CCN(S(=O)(=O)c2ccc(-c3nn[nH]n3)cc2)CC1
→ i | i | i | i | i | i | -1.1 | i | i | i | i
> CC1CCCN(C(C(=O)Nc2ccc3c(c2)OCO3)c2ccccc2)C1 (stereo not given)
→ i | i | i | i | i | i | -1.7 | i | i | i | i
> COc1ccc(C2=NN(C(=O)c3cccs3)C(c3ccccc3OC)C2)cc1OC (stereo not given)
→ i | i | i | i | i | i | 13.6 | i | i | i | i
> CCn1cc(/C=C(\NC(=O)c2ccc(OC)c(OC)c2)C(=O)N2CCOCC2)c2ccccc21
→ i | i | i | i | i | i | 7.2 | i | i | i | i
> CC(=C\c1ccccc1)/C=C1/SC(=S)N(CCC(=O)O)C1=O
→ i | i | i | i | i | i | 3.1 | i | i | i | i
> CCOC(=O)C1(CCOc2ccccc2)CCN(Cc2ccc(F)c(OC)c2)CC1
→ i | i | i | i | i | i | -4.8 | i | i | i | i
> CCN(CC)CCOC(=O)C1(c2ccc([N+](=O)[O-])cc2)CCCC1
→ i | i | . | i | i | . | . | . | . | . | i
> Cc1nn2c(-c3ccc(Cl)cc3Cl)nnc2s1
→ i | i | i | i | i | i | 0.8 | i | i | i | i
> CCC(=O)Nc1ccc2c(c1)nc(CN1CCCCC1)n2C
→ i | i | i | i | i | i | -0.7 | i | i | i | i
> Cc1ccc(CCN2CC(C(=O)NCCCN3CCCCC3)CC2=O)cc1 (stereo not given)
→ i | i | i | i | i | i | -4.3 | i | i | i | i
> Cc1ccc(-c2nn(-c3ccccc3Cl)cc2C(=O)NCC2CCCO2)cc1 (stereo not given)
→ i | i | i | i | i | i | -2.0 | i | i | i | i
> COc1ccc([N+](=O)[O-])cc1/C=N/Nc1nc(N2CCCCC2)nc(N2CCCCC2)n1
→ i | i | i | i | i | i | 22.2 | i | i | i | i
> Cc1n[nH]c(=O)c2c(NC(=O)CSc3ncccn3)oc(C)c12
→ i | i | i | i | i | i | -12.0 | i | i | i | i
> Cn1c(=O)oc2cc(S(=O)(=O)NCc3ccccc3)ccc21
→ i | i | i | i | i | i | -6.9 | i | i | i | i
> Cn1cccc1-c1nc2ccc([N+](=O)[O-])cc2[nH]1
→ i | i | i | i | i | i | 1.5 | i | i | i | i
> Cc1sc2nc3n(c(=O)c2c1C)CCCS3
→ i | i | i | i | i | i | -9.0 | i | i | i | i
> O=C(/C=C/c1cccc(F)c1)OCC(=O)N1CCCc2ccccc21
→ i | i | i | i | i | i | -16.5 | i | i | i | i
> CCOC(=O)C(O)(CC(=O)Nc1ccc(Cl)cc1Cl)C(F)(F)F (stereo not given)
→ i | i | i | i | i | i | 2.2 | i | i | i | i
> CCOC(=O)/C(=C/c1ccco1)NC(=O)c1ccc(Br)o1
→ i | i | i | i | i | i | 0.9 | i | i | i | i
> COc1ccc(/C=N/Nc2nc(-c3cccnc3)nc3ccccc23)c(OC)c1
→ i | i | i | i | i | i | -3.8 | i | i | i | i
> CCN(CC)CCN(C(=O)c1cccc(N2C(=O)CCC2=O)c1)c1nc2cc3c(cc2s1)OCO3
→ i | i | i | i | i | i | -17.1 | i | i | i | i
> O=C(COc1ccccc1Cl)NNC(=O)C1CCCO1 (stereo not given)
→ i | i | i | i | i | i | -0.2 | i | i | i | i
> CC(=O)NC1C(=O)N(CCc2ccccc2)c2ccccc21 (stereo not given)
→ i | i | i | i | i | i | -0.3 | i | i | i | i
> O=C1Nc2ccc(S(=O)(=O)N(CCO)CCO)c3cccc1c23
→ i | i | i | i | i | i | 0.4 | i | i | i | i
> O=C1N2CN(C(c3ccccc3)c3ccccc3)CN=C2SC1(CO)CO
→ i | i | i | i | i | i | 6.5 | i | i | i | i
> CNC(=O)C(C#N)(Cc1cc(C(C)=O)ccc1OC)Cc1cc(C(C)=O)ccc1OC
→ i | i | i | i | i | i | 0.5 | i | i | i | i
> O=C(Cc1ccccc1)Nc1ccc(NC(=O)c2cccs2)cc1Cl
→ i | i | i | i | i | i | -9.9 | i | i | i | i
> O=C(NCCCc1ccccc1)c1cnc2n(c1=O)CCS2
→ i | i | i | i | i | . | -1.0 | i | i | i | i
> COc1cccc(CN2CCC(C(=O)N3CCN(c4ccccc4F)CC3)CC2)c1OC
→ i | -9.2* | i | i | i | i | -6.3 | i | i | i | i
> Cc1cc(=O)[nH]c(SCC(=O)Nc2ccc(S(N)(=O)=O)cc2)n1
→ i | i | i | i | i | i | -4.8 | i | i | i | i
> COC(=O)c1cc(Br)ccc1OC(=O)c1cccnc1
→ i | i | i | i | i | i | -2.4 | i | i | i | i
> CSC(=S)N/N=C/c1ccccc1
→ i | i | i | i | i | i | -5.2 | i | i | i | i
> O=C(/C=C/c1ccccc1[N+](=O)[O-])N1CCN(C(=O)c2ccco2)CC1
→ i | i | i | i | i | i | -2.6 | i | i | i | i
> CC(=O)Nc1ccc(S(=O)(=O)NCC(=O)OCC(=O)N2CCCc3ccccc32)cc1
→ i | i | i | i | i | i | -2.4 | i | i | i | i
> Cc1cccc(C(=O)N/N=C/c2ccccn2)c1
→ i | i | i | i | i | i | -16.9 | i | i | i | i
> Cc1cccc(CNS(=O)(=O)c2ccc(-c3ccc(=O)[nH]n3)s2)c1
→ i | i | i | i | i | i | -2.1 | i | i | i | i

# New compounds follow.
# Values in the order: MrgX1 PAM | MrgX1 antag | TRPC4 PAM | ANO1 block | MrgX1 ag | TRPC4 block | SKKanGAS inh | TRPC6 inh | TRPC4 act | TRPC6 act | TMEM16A act
> CCCS(=O)(=O)N1CCCC(C(=O)N2CCOCC2)C1 (stereo not given)
→ i | i | i | i | i | i | 0.9 | i | i | i | i
> O=C1N(CN2CCN(c3cccc(Cl)c3)CC2)c2ccccc2C12OCCCO2
→ i | i | i | i | i | i | -4.0 | i | i | i | i
> COc1ccc(-c2cc(C(=O)N3CCCCC3)c3ccccc3n2)cc1OC
→ i | i | i | i | i | i | 18.5 | i | i | i | i
> COCCC(=O)N1CCC(Oc2ccc(C(=O)N3C[C@H]4CC[C@H]3C4)cc2)CC1
→ i | i | i | i | i | i | 12.1 | i | i | i | i

# Source: PubChem (several laboratories)
